NFkB transloc pot: enhancers of NFkB p65 translocation in HUVEC – imaging, IL-1B stimulus, high-content imaging, primary screen | HUVEC IL-1B NFkB p65 nuclear translocation imaging | activation, % at 2 µM | hit rate 0.3% among 94,000 | AID 819, 2007;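 active = activation above 40%, about the mean plus 3 SD, also judged a hit on visual image review; inconclusive = activation above 40% but not a hit on visual review; inactive = activation not above 40% and no visual hit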;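 note: percent activation is computed from the nuclear over cytoplasmic p65 intensity ratio; values of inactives mirror those of a sister screen read the other way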
MRP reversal: reversal of MRP1-mediated doxorubicin resistance, primary screen, H69AR cells, doxorubicin co-treatment | H69AR cells + 2 uM doxorubicin, CellTiter-Glo, 72 h | differential viability (reversal), % at 10 µM | hit rate 0.04% among 85,000 | AID 602, 2007;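 active = viability drop by adding the cancer drug above about 55%, with treated viability meeting a 40% cutoff, limit read from the data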;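 note: viability without doxorubicin minus viability with 2 µM doxorubicin for each compound; larger differential means the compound sensitizes cells more to doxorubicin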
Bcl-B displacement: displacers of TR3 peptide from Bcl-B, primary screen, selectivity assay for Bfl-1 inhibitor project, biochemical, fluorescence polarization; Bcl-2-like protein 10 (Homo sapiens); FP displacement of FITC-TR3 peptide from Bcl-B; higher % means a stronger effect; displacement, % at 20 µM; hits with a dose series show IC50 in µM; hit rate 0.11% among 96,000;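 active = displacement above 50% at 20 µM plus a fluorescence interference ratio under 1.5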;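 note: plate controls were wells without compound for no effect and wells lacking Bcl-B protein for full effect; a part of the inactive calls stands beside numbers as strong as those of hits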
IL1B NFkB inh: inhibitors of IL-1B driven NFkB p65 nuclear import, primary screen, imaging, HUVEC, IL-1B stimulus, high-content imaging; AID 796, 2007; HUVEC IL-1B NFkB p65 nuclear translocation imaging; inhibition, % at 2 µM; hit rate 0.43% among 94,000;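 active = inhibition above about 30% together with a positive call from visual inspection of the well image, limit read from the data; inconclusive = inhibition above a set limit but visual check negative; inactive = inhibition not above a set limit, visual check negative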;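 note: nuclear over cytoplasmic p65 intensity ratio measured by imaging; 0% = IL-1B stimulated DMSO wells and 100% = unstimulated DMSO wells; values of inactives mirror those of a sister screen read the other way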
PLAP inhibition: PLAP enzyme inhibitors, biochemical, luminescence, HTS (AID 690) | hit rate 0.08% among 96,000 | purified PLAP, luminescent substrate; higher % means a stronger effect | one-dose inhibition, % at 20 µM; IC50 in µM for titrated hits; in the data active = a potency from the dose series; inactive = the rest, 99 in 100 with inhibition below about 30%; note: strong numbers were not always called active
MRP reversal cytotoxicity: further read-out of MRP reversal, marked with its call; viability, %; H69AR cells, CellTiter-Glo, 72 h; measured here: cytotoxicity without doxorubicin
MRP reversal with doxorubicin: also measured in MRP reversal; calls as there; viability, %; measured here: viability with 2 uM doxorubicin; active compounds read low
IL1B NFkB inh cell count 2 µM: second read-out of IL1B NFkB inh, no call of its own (marks repeat the call); cell count; measured here: cells passing quality filter;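 raw number of nuclei counted in each imaged well without normalization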
NFkB transloc pot cell count 2 µM: further read-out of NFkB transloc pot, marked with its call; cell count; measured here: cells passing quality filter
The depositor's hits bear a star; u = inconclusive; x = not tested or not shown. These rows are one share of the data, so the mix of outcomes need not match the whole.

SMILES	NFkB transloc pot	NFkB transloc pot cell count 2 µM	MRP reversal	MRP reversal cytotoxicity	MRP reversal with doxorubicin	Bcl-B displacement	IL1B NFkB inh	IL1B NFkB inh cell count 2 µM	PLAP inhibition
Brc1ccccc1-c1nnc2sc(-c3ccc4c(c3)OCCO4)nn12	2	129	-29	17	46	-17%	-2	129	23%
COc1ccc(/C(N)=N/OC(=O)c2ccc3c(c2)OCO3)cc1OC	-7	99	x	x	x	5%	7	99	-8%
Cc1ccc(Nc2nnc(SCc3cc(=O)n4ccsc4n3)s2)c(C)c1	30	119	0	86	85	14%	-30	119	-66%
Cc1ccc(-c2noc(CCCc3ccccc3)n2)cc1	u	x	4	88	84	-1%	-43	63	-7%
CCOC(=O)C(C(=O)OCC)C(C)C#CCN1CCCCC1 (centres undefined)	6	148	13	89	77	-4%	-6	148	-40%
O=C(CSc1nnnn1Cc1ccccc1)c1ccccc1	-1	185	16	100	84	8%	1	185	26%
CCOC(=O)C(C)Sc1nc(-c2ccc(OC)cc2)nc2c1c(=O)n(C)c(=O)n2C (centres undefined)	x	x	-10	41	51	-12%	x	x	1%
CC(C)(C)c1ccc(OCC(=O)N/N=C/c2cc(Br)ccc2OC(=O)c2ccco2)cc1	10	163	x	x	x	-7%	-10	163	6%
CCCn1c(SCC(=O)NC2CCCCC2)nnc1-c1ccncc1	11	204	9	106	96	3%	-11	204	0%
COC(=O)c1ccc(C2C3=C(Nc4nnnn42)c2ccccc2OC3)cc1 (centres undefined)	0	109	4	64	59	-20%	0	109	-26%
Cc1ccc(C(=O)Nc2c(-c3cccs3)c(=O)c3ccccc3n2C)cc1	22	196	3	82	79	-4%	-22	196	-5%
COc1ccc(C(NC(=O)c2ccco2)c2ccc(OC)c(OC)c2)cc1OC	29	221	12	99	86	1%	-29	221	-19%
Cc1ccc(C(C(=O)NC2CCCC2)N(Cc2ccco2)C(=O)CCC(=O)Nc2ccccn2)cc1 (centres undefined)	-5	193	-13	70	83	-6%	5	193	-70%
COc1cc(CC(=O)NCc2cccs2)cc(OC)c1OC	10	206	8	106	98	-3%	-10	206	18%
O=C(OCc1nnc(-c2ccccc2)o1)c1ccco1	3	99	-6	90	95	5%	-3	99	4%
CCn1c(CNc2ccc(F)cc2)nnc1SCC(=O)Nc1ccc(OC)cc1	4	112	15	94	79	x	-4	112	x
CC1Cc2ccccc2N1S(=O)(=O)c1cccc(C(=O)NCCCO)c1 (centres undefined)	-3	160	5	89	83	5%	4	160	-67%
O=C1CC(N2CCN(Cc3ccccc3)CC2)C(=O)N1c1ccc2c(c1)OCCO2 (centres undefined)	0	107	5	96	92	-9%	0	107	-63%
O=C(CCOc1ccccc1)OCC(=O)c1cc2ccccc2o1	x	x	4	99	94	-54%	x	x	-15%
CCOC(=O)C1=C(CSCC(=O)OC)NC(=O)NC1c1cc(C)ccc1C (centres undefined)	4	183	11	94	83	8%	-4	183	-9%

3 entries out of the list above, ordered by their value in NFkB transloc pot cell count 2 µM, lowest first:
| structure | NFkB transloc pot cell count 2 µM |
| --- | --- |
| COc1ccc(/C(N)=N/OC(=O)c2ccc3c(c2)OCO3)cc1OC | 99 |
| Cc1ccc(Nc2nnc(SCc3cc(=O)n4ccsc4n3)s2)c(C)c1 | 119 |
| O=C(CSc1nnnn1Cc1ccccc1)c1ccccc1 | 185 |

Further structures:
SMILES	NFkB transloc pot	NFkB transloc pot cell count 2 µM	MRP reversal	MRP reversal cytotoxicity	MRP reversal with doxorubicin	Bcl-B displacement	IL1B NFkB inh	IL1B NFkB inh cell count 2 µM	PLAP inhibition
CCOC(=O)C1CCN(S(=O)(=O)c2cccc3nonc23)CC1	x	x	17	99	81	-4%	x	x	13%
C/C(Cl)=C\CSc1nnc2n(N)c(=O)c3ccccc3n12	1	145	7	87	80	-3%	-1	145	-14%
COCCCn1c(SCc2ccc(OC)cc2)nc2cc(OC)c(OC)cc2c1=N	0	113	x	x	x	-2%	0	113	-17%
Cc1ccc(Cc2cnc(N)s2)o1	8	139	2	89	87	-2%	-8	139	12%
Cc1ccc(Nc2nc(C)c(CCC(C)C)c(=O)[nH]2)cc1	19	79	x	x	x	-3%	-19	79	-3%
COc1ccc2nc(NC(=O)CN(c3ccc(C)cc3)S(=O)(=O)c3c(C)nn(C)c3C)sc2c1	10	127	-15	52	67	-8%	-10	127	-48%
COc1cccc(-n2nc(C(=O)N3CC(C)CC(C)C3)c3ccccc3c2=O)c1 (centres undefined)	11	80	5	85	81	6%	-11	80	-33%
CCNc1nc(Oc2ccc(=O)n(-c3ccccc3)n2)nc(N(C)C)n1	-3	141	13	89	76	0%	3	141	-21%
Cn1c(Oc2ccc(Cl)c3cccnc23)nc2c1c(=O)n(Cc1ccccc1Cl)c(=O)n2C	-5	127	x	x	x	7%	5	127	-17%
CS(=O)(=O)n1nc(-c2ccccc2)nc1NCc1ccco1	-10	101	3	97	94	x	10	101	x
CC(C)Cn1cc(C(=O)N2CCN(c3ccccn3)CC2)c2c3ccccc3n(C)c2c1=O	15	207	-10	38	49	-7%	-15	207	-56%
O=C(Nc1ccc(F)c(F)c1)c1cccnc1	16	158	-4	89	93	9%	-16	158	14%
COc1ccc(NC(=O)c2ccc(OC(=S)N(C)c3ccc(OC)cc3)cc2)cc1	x	x	x	x	x	8%	x	x	-5%
COc1ccc(NC(=O)CCCCCN2C(=O)CCC2=O)cc1Cl	7	50	7	97	90	-1%	-7	50	18%
O=C(c1ccc(Cl)c(S(=O)(=O)N2CCCC2)c1)N1CCN(c2ccccn2)CC1	-4	168	x	x	x	-7%	4	168	-2%
COc1cc(-c2nc(-c3ccccc3)c(-c3cccs3)[nH]2)cc(OC)c1OC	-4	56	1	71	70	-8%	3	152	-70%
Cc1cc(C(=O)Nc2sc(C)c(-c3ccc(F)cc3)c2C(N)=O)no1	-9	97	-6	81	87	11%	9	97	-3%
Cc1c(NC(=O)C2CCCN2S(=O)(=O)c2ccc(Cl)cc2)c(=O)n(-c2ccccc2)n1C (centres undefined)	-2	102	6	100	94	-4%	2	102	-4%
COc1cc(C(=O)N(C)c2nnc(-c3cccnc3)s2)cc(OC)c1OC	29	108	-2	80	82	3%	-29	108	7%
COc1cc2c(cc1NC(=O)CSc1nnc(Cc3cccs3)n1C)oc1ccccc12	2	163	-16	4	20	-7%	-2	163	-81%
COc1cccc(-c2nn(C)c3sc(C(=O)Nc4ccc5c(c4)OCCO5)cc23)c1	x	x	8	73	65	-7%	x	x	-6%
O=C(CCCn1c(SCC(=O)c2ccc(F)cc2)nc2ccccc2c1=O)NCc1ccccc1	17	201	4	69	65	16%	-17	201	19%
Cc1ccc2c(c1)-c1c(cnn1CC(=O)Nc1ccccc1N1CCN(C)CC1)CO2	x	x	5	66	61	-5%	x	x	-46%
COc1ccc(O)c(/C=N/NC(=O)c2ccc(OCc3cccc(Br)c3)cc2)c1	-1	135	x	x	x	0%	2	135	-1%
COc1ccc2[nH]c(C)c(CCN3C(=O)C4C5C=CC(C5)C4C3=O)c2c1 (centres undefined)	19	175	-1	86	87	-2%	-19	175	9%
CCOc1ccc(OCC)c(NC(=O)CCCN2C(=O)c3cccnc3C2=O)c1	-8	121	2	99	97	-8%	8	121	-22%
CCCn1c(SC2C(=O)CC(C)(C)CC2=O)nc2c1c(=O)n(C)c(=O)n2C	10	177	-4	89	92	6%	-10	177	6%
CC(C)OP(=O)(OC(C)C)C1(O)C(=O)Nc2ccccc21 (centres undefined)	3	126	x	x	x	-6%	-3	126	22%
O=C(c1cccc(N2CCCC2=O)c1)N1CCOCC1	-12	197	-1	110	111	-7%	12	197	-4%
Cc1ccc(NC(=O)c2ccc(OC(=O)c3cc4ccccc4o3)cc2)cc1	-2	164	5	78	73	2%	2	164	14%
CC(C)CC(=O)NCCc1ccncc1	8	71	5	103	98	-12%	-8	71	-9%
O=C(Nc1ccc2c(c1)OCO2)c1noc2c1CCCCC2	19	160	-12	92	104	-14%	-19	160	10%
O=C(Nc1ccccc1)N1CCCC(c2nc(-c3cccs3)no2)C1 (centres undefined)	x	x	17	85	68	5%	x	x	6%
COCCNCc1ccccc1	-1	126	x	x	x	-16%	1	126	8%
COc1ccc(S(=O)(=O)NCc2ccc3c(c2)cc(C)n3C)cc1	-17	46	-4	88	93	16%	17	46	22%
CCNc1nc(SCCOc2ccccc2)nc(N(C)C)n1	7	162	9	90	80	-2%	-7	162	17%
CC(=O)N(CCC(c1ccccc1)c1ccco1)Cc1cccs1 (centres undefined)	11	136	0	79	79	-26%	-11	136	-40%
O=c1[nH]c2cc3c(cc2cc1C(c1nnnn1C1CCCCC1)N1CCSCC1)OCCO3 (centres undefined)	-3	153	-1	2	3	x	3	153	x
CCN(CC)S(=O)(=O)c1cccc(C(=O)Nc2sc3c(c2C(N)=O)CCCC3)c1	-5	180	-12	85	97	-6%	5	180	-8%
C=CCOC(=O)C1=C(C)NC2(O)c3ccccc3C(=O)C12O (centres undefined)	x	x	-20	84	104	2%	x	x	11%

Limited to MRP reversal (2 entries from above):
Compound | MRP reversal
Cc1ccc(NC(=O)c2ccc(OC(=O)c3cc4ccccc4o3)cc2)cc1 | 5
CC(C)CC(=O)NCCc1ccncc1 | 5

(next part)
SMILES	NFkB transloc pot	NFkB transloc pot cell count 2 µM	MRP reversal	MRP reversal cytotoxicity	MRP reversal with doxorubicin	Bcl-B displacement	IL1B NFkB inh	IL1B NFkB inh cell count 2 µM	PLAP inhibition
COc1ccc(OC)c(C(=O)Cn2nnc3ccccc3c2=O)c1	-2	214	1	90	89	5%	2	214	-3%
CC1(C)CC(=O)N(CC(=O)O)c2ccccc2S1	-15	110	0	100	100	0%	15	110	-6%
O=C(c1ccco1)N1CCN(c2nc(C(F)(F)F)nc3c2nnn3Cc2ccccc2)CC1	41*	135*	-10	79	89	x	-41	135	x
CCOCCc1nnc(NC(=O)Cc2ccc(Br)cc2)s1	9	188	6	92	87	4%	-9	188	-18%
Cc1cccc(CSC2=CS(=O)(=O)c3ccccc3N2)c1	0	203	x	x	x	-2%	0	203	13%
CC(C)Oc1ccc(C(=O)N2CCCc3ccccc32)cc1	2	130	2	79	78	4%	-2	130	-67%
O=C(O)CCCC(=O)N(Cc1ccccc1)Cc1ccccc1	x	x	-1	86	87	-2%	x	x	-6%
O=c1[nH]c(=S)[nH]nc1Cc1ccccc1	28	123	6	102	97	3%	-28	123	-14%
Clc1ccc(Nc2ncn[nH]2)cc1	2	173	x	x	x	1%	-2	173	-17%
CCOc1cccc(NCc2cc3c(C(C)(C)C)nn(-c4ccccc4)c3[nH]c2=O)c1	19	63	-26	48	74	-21%	-19	63	x
COc1ccc(NC(=O)CC2C(=O)N(c3cccc(OC)c3)C(=O)N2CCC(C)C)cc1 (centres undefined)	5	169	7	79	72	4%	-5	169	-64%
CCCC(=O)Nc1ccc(C(=O)N/N=C/c2cccnc2)cc1	-6	178	x	x	x	-7%	6	178	5%
CCOc1ccc(-c2nnc(SCC(=O)N3CCN(c4ccccc4)CC3)o2)cc1	x	x	-9	96	105	-7%	x	x	25%
COCCCNC(=O)C1CCN(S(=O)(=O)N(CC(C)C)CC(C)C)CC1	8	191	10	98	88	-2%	-8	191	-25%
Cc1ccc(S(=O)(=O)NCCOc2nc(N3CCOCC3)nc(N3CCOCC3)n2)cc1	11	69	-26	56	82	-6%	-11	69	-20%
CCCC(C(=O)NC1CCCC1)N(Cc1ccc2c(c1)OCO2)C(=O)c1snc(C(N)=O)c1N (centres undefined)	-7	157	3	111	108	-2%	7	157	-70%

As entered above:
Reading of Cc1cccc(CSC2=CS(=O)(=O)c3ccccc3N2)c1 in IL1B NFkB inh cell count 2 µM: 203
Reading of CCOc1ccc(-c2nnc(SCC(=O)N3CCN(c4ccccc4)CC3)o2)cc1 in PLAP inhibition: 25%
